NPR1 activator – GC-A stimulated cGMP production enhancers – HEK293 GC-A cells, cGMP TR-FRET, EC30 ANP, primary screen; 0% at EC30 ANP, 100% saturating ANP; hit rate 0.14% among 370,000; activation, % at 10 µM; Atrial natriuretic peptide receptor 1 (Homo sapiens), P16066; in the data active = activation above about 40%
NPR2 activator – human GC-B receptor activators, primary screen, HEK293 GC-B cells, cGMP TR-FRET, EC30 CNP; Atrial natriuretic peptide receptor 2 (Homo sapiens), P20594; 0% at EC30 CNP, 100% saturating CNP; activation, % at 10 µM; hit rate 0.11% among 370,000; AID 1920062, 2024;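 active = activation at 10 µM reaching about 35% in either raw or pattern-adjusted values, limit read from the data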
hgDAF-12 ag – H. glycines DAF-12 receptor agonists, primary screen, cell-based, luminescence, HEK293, GAL4 fusion, UAS-luciferase | Nuclear hormone receptor DAF-12 (Heterodera glycines), GAL4 fusion | HEK293 GAL4-hgDAF12 UAS-luciferase reporter, agonist luminescence; normalized to butyrate control | activation, % at 6.8 µM | hit rate 1.8% among 370,000 | AID 687014, 2013;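 active = activation above a cutoff set at the mean of all screened compounds plus 3 SD, cut at about 10% in these data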;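 note: 0% = DMSO wells and 100% = sodium butyrate wells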
DAX1 inh-1 – DAX1 (NR0B1) inhibitors, primary screen, cell-based, HEK293, Gal4-DAX1, luciferase luminescence; Nuclear receptor subfamily 0 group B member 1 (Homo sapiens), P51843; HEK293 Gal4-DAX1 luciferase reporter; inhibition, % at 6.75 µM; hit rate 0.99% among 340,000; AID 504766, 2011;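 active = inhibition above the mean over all tested compounds plus 3 SD, cut at about 4.2% in these data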;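 note: 0% = DAX1-transfected cells with DMSO and 100% = empty-vector control cells with DMSO; inhibition shows as a rise in luminescence from relieved DAX1 repression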
Target sequence (P51843 207-470 limits assumed): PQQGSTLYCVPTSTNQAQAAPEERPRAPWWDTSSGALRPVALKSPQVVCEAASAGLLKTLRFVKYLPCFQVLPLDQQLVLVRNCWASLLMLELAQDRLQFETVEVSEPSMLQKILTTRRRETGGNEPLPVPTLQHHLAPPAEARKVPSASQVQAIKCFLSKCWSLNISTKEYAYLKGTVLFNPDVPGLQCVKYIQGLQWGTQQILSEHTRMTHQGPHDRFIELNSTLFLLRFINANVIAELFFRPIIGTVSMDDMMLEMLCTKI
FXN GAA850 act – FXN promoter activators, primary screen, cell-based, luciferase luminescence, HEK293 lucGAA850; AID 540364, 2011; hit rate 0.56% among 360,000; HEK293 lucGAA850 FXN promoter luciferase reporter, 24 h; percent of 10 µM SAHA response; activation, % at 6 µM;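 active = activation above the average of all compounds screened plus 3 SD, cutoff fixed separately per campaign, cut at about 7.5% in these data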;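 note: 0% = DMSO wells and 100% = 10 µM SAHA wells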
SMARCA2 act – SMARCA2 (BRM) function activators, primary screen, cell-based, luminescence, high throughput | MG213 cells, MMTV-luciferase reporter, dexamethasone, overnight | activation, % at 9.1 µM | hit rate 1% among 370,000 | AID 652017, 2013; in the data active = activation above about 7.8%;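 note: 0% = vehicle wells and 100% = reference activator wells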
hcDAF12 agonist – H. contortus DAF-12 nuclear receptor activators, primary screen, cell-based, luminescence, HEK293, lit1-tk-luc reporter. activation, % at 6.8 µM. hit rate 1.4% among 370,000. HEK293 hcDAF-12 lit1-tk-luc reporter; 0% DMSO, 100% Δ7-dafachronic acid;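 active = activation above the mean of all tested compounds plus 3 SD, cut at about 5.5% in these data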;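 note: 100% = response to 3 µM Δ7-dafachronic acid high control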
DAX1 inh-2 – DAX1 (NR0B1) inhibitors on StAR promoter, primary screen, cell-based, luminescence, SF-1 (NR5A1), full-length DAX-1; AID 652010, 2013; HEK293T StAR-luciferase reporter, SF-1/DAX-1 repression relief; inhibition, % at 6.8 µM; hit rate 1.1% among 370,000;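 active = inhibition above the mean over all tested compounds plus 3 SD, cut at about 3.6% in these data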;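 note: 0% = DAX-1 cells with DMSO and 100% = cells lacking DAX-1 with DMSO; higher inhibition means more luminescence from relief of DAX-1 repression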
proKLK7 act – proKLK7 zymogen activators, primary screen, biochemical, fluorescence intensity. Kallikrein-7 (Homo sapiens), P49862. purified proKLK7, EDANS-DABCYL substrate fluorescence; 100% is mature enzyme control, 0% vehicle. activation, % at 7 µM. hit rate 0.9% among 370,000;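 active = activation above the mean of all tested compounds plus 3 SD, computed per campaign excluding outliers beyond control limits, cut at about 13% in these data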
Target sequence (P49862 whole entry, looked up): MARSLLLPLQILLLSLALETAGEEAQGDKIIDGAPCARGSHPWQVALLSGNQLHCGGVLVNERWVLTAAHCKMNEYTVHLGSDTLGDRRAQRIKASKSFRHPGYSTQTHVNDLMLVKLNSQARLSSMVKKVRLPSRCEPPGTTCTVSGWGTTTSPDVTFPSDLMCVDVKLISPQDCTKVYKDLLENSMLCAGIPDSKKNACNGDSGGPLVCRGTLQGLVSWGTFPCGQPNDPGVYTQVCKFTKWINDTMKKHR
ssDAF-12 act – S. stercoralis DAF-12 nuclear receptor activators, primary screen, cell-based, luminescence, HEK293, GRIP1 co-expression, lit1-tk-luc | HEK293 ssDAF-12/GRIP1 lit1-tk-luc reporter; % of 3 µM dafachronic acid response | activation, % at 6.8 µM | hit rate 1% among 370,000 | AID 652126, 2013 | Nuclear hormone receptor DAF-12 (Strongyloides stercoralis);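 active = activation above the mean over all tested compounds plus 3 SD, cut at about 0.9% in these data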;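 note: 0% = DMSO-only wells and 100% = 3 µM delta7-dafachronic acid wells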
HGIII-sPLA2 inh – human group III sPLA2 inhibitors, primary screen, biochemical, QFRET, BODIPY PC-A2 liposome substrate. Group 3 secretory phospholipase A2 (Homo sapiens), Q9NZ20. QFRET BODIPY PC-A2 liposome hydrolysis, fluorescence. inhibition, % at 12.2 µM. hit rate 0.56% among 370,000. AID 743126, 2013;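 active = inhibition above mean plus 3 SD of compounds lying within the high and low control bounds, cut at about 19% in these data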;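 note: 0% = median of test compound wells and 100% = no enzyme DMSO wells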
Target sequence (Q9NZ20 whole entry, looked up): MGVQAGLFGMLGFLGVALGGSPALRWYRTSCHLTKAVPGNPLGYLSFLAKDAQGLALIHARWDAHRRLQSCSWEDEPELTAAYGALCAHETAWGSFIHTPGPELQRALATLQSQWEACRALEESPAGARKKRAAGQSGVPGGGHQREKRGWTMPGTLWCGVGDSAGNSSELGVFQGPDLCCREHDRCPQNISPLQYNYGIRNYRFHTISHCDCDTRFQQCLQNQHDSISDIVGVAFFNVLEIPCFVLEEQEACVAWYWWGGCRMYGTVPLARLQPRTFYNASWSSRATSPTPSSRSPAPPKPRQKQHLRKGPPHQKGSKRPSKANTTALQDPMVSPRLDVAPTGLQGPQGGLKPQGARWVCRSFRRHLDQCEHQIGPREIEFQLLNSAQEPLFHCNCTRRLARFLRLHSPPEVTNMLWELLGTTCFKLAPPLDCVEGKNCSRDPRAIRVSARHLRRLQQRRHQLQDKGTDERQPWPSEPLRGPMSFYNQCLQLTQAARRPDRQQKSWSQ
The depositor's hits bear a star; / = not tested or not shown. No enrichment for hits (roughly 6.7% active in at least one column).

SMILES	NPR1 activator	NPR2 activator	hgDAF-12 ag	DAX1 inh-1	FXN GAA850 act	SMARCA2 act	hcDAF12 agonist	DAX1 inh-2	proKLK7 act	ssDAF-12 act	HGIII-sPLA2 inh
Cc1ccc(S(=O)(=O)NCCOCCNS(=O)(=O)c2ccc(C)cc2)cc1	3	3	0.2	-0.3	0.9	-2	-0.2	-1.0	0.4	-1.4	-26
COc1ccc(C(=O)Nc2ccccc2)cc1S(=O)(=O)Nc1cc(C)on1	-1	0	-1.0	0.8	-2.1	-3	-1.3	0.6	-0.1	-0.7	0
CCN(CC)S(=O)(=O)c1ccc2c(c1)CC(C(=O)N1CCCC1)N2C(C)=O (stereo unspecified)	0	0	2.1	-0.3	0.3	0	0.3	0.3	0.3	-0.7	18
CCOc1cc(/C=N/n2cnnc2)ccc1OS(=O)(=O)c1ccccc1	-2	-3	0.5	-0.5	0.6	0	-1.2	-0.5	-0.4	-0.8	4
Cc1ccc(/C=N/NC(=O)c2cccnc2)s1	-2	-1	2.1	2.1	-0.3	0	-0.5	-0.1	0.3	-0.8	-3
COCc1ccc(C(=O)N2CCCC(N(C)CCc3ccccc3)C2)s1 (stereo unspecified)	1	-3	-1.0	2.5	-0.4	-2	1.2	-0.2	0.2	-1.5	5
Cn1cc(C(=O)c2ccc(F)cc2)cc1-c1nc2ccccc2n1C	1	-1	-4.7	-1.6	-2.9	-5	-4.2	-2.6	0.9	-1.6	0
Cc1ccc(S(=O)(=O)N2[C@@H](c3ccccc3F)C(C(=O)O)=CC[C@H]2c2ccc(Cl)c(Cl)c2)cc1	2	5	0.4	0.3	0.2	0	-0.9	-0.1	-0.4	-1.3	-63
COCCn1cnnc1SCC(=O)Nc1cccc(S(=O)(=O)N2CCCCC2)c1	9	9	3.2	0.5	0.8	-5	2.3	-0.1	-0.5	-1.3	-5
CCOc1ccc(N(CC(=O)NC2CCCC2)C(=O)Cn2nnc(-c3ccc(C)o3)n2)cc1	5	2	2.2	-2.1	-0.2	4	-0.1	-0.2	0.5	-1.2	-4
Cc1cc(C)n(-c2nc(-c3cccc(Cl)c3)cs2)n1	-3	-12	7.0	1.0	0.9	3	1.9	1.8	0.9	-0.1	1
c1ccc2c(NCCCN3CCOCC3)c3ccccc3nc2c1	7	-6	-1.7	/	/	15*	1.3	0.2	-2.0	-0.5	2
Cc1ccc(S(=O)(=O)ON2C(=O)c3ccccc3C2=O)c(C)c1	41*	46*	2.4	0.6	-0.5	-3	-0.3	0.8	-0.3	-0.9	8
CC(C)(C)/C=N/NC(=O)C1CC1	2	3	1.9	/	-0.1	1	-0.5	0.9	-0.1	-1.3	-2
O=C(c1ccc(NC2=NC3CS(=O)(=O)CC3S2)cc1)N1CCN(c2ccccc2)CC1 (stereo unspecified)	3	2	0.8	2.3	0.0	-3	0.4	0.7	0.3	-0.3	9
Cc1ccc(OCCNC(=O)C2CC(=O)N(Cc3ccccc3)C2)cc1 (stereo unspecified)	-1	2	-2.5	-0.5	1.4	-3	0.5	-1.0	-0.5	-0.6	1
CCCc1ccc2oc(C(=O)N3CCN(CCC(N)=O)CC3)c(C)c2c1	2	4	-0.8	0.5	1.1	-3	-0.5	-0.4	-0.4	-0.3	3
CN(C(=O)c1ccc(NC(=O)Cc2ccc([N+](=O)[O-])cc2)cc1)C1CCCC1	-4	-2	-1.4	-0.1	1.7	-1	-0.7	-0.1	0.1	-1.6	-21
CCCCCCCCNC(=O)/C(C#N)=C/c1ccc(SC)cc1	-5	-7	2.2	0.0	1.7	-3	0.8	0.4	-0.4	-1.0	-2
COc1ccc(-c2nc(=S)c3ccc4ccccc4c3[nH]2)cc1	-1	-5	0.7	-0.5	0.3	-6	6.4*	0.9	0.5	1.0*	5

Taken from above.
In NPR2 activator, Cc1ccc(S(=O)(=O)N2[C@@H](c3ccccc3F)C(C(=O)O)=CC[C@H]2c2ccc(Cl)c(Cl)c2)cc1 reads 5
In hcDAF12 agonist, c1ccc2c(NCCCN3CCOCC3)c3ccccc3nc2c1 reads 1.3

Back to the main list; the five compounds before the break are reprinted first.
SMILES	NPR1 activator	NPR2 activator	hgDAF-12 ag	DAX1 inh-1	FXN GAA850 act	SMARCA2 act	hcDAF12 agonist	DAX1 inh-2	proKLK7 act	ssDAF-12 act	HGIII-sPLA2 inh
Cc1ccc(OCCNC(=O)C2CC(=O)N(Cc3ccccc3)C2)cc1 (stereo unspecified)	-1	2	-2.5	-0.5	1.4	-3	0.5	-1.0	-0.5	-0.6	1
CCCc1ccc2oc(C(=O)N3CCN(CCC(N)=O)CC3)c(C)c2c1	2	4	-0.8	0.5	1.1	-3	-0.5	-0.4	-0.4	-0.3	3
CN(C(=O)c1ccc(NC(=O)Cc2ccc([N+](=O)[O-])cc2)cc1)C1CCCC1	-4	-2	-1.4	-0.1	1.7	-1	-0.7	-0.1	0.1	-1.6	-21
CCCCCCCCNC(=O)/C(C#N)=C/c1ccc(SC)cc1	-5	-7	2.2	0.0	1.7	-3	0.8	0.4	-0.4	-1.0	-2
COc1ccc(-c2nc(=S)c3ccc4ccccc4c3[nH]2)cc1	-1	-5	0.7	-0.5	0.3	-6	6.4*	0.9	0.5	1.0*	5
Fc1cccc(Cl)c1CN1CCN(c2ncc(Cc3ccccc3)cn2)CC1	5	8	-1.1	/	/	-4	1.8	0.3	0.3	-1.8	5
O=C1CN(C(=O)CC2c3ccccc3-c3ccccc32)CC(=O)N1	5	1	1.6	1.2	3.8	0	-0.7	-0.4	0.1	-0.6	4
COc1cc([C@H]2OC[C@H]3[C@@H]2CO[C@H]3c2ccc(O)c(OC)c2)ccc1O	2	-1	1.4	0.4	1.4	-1	-0.6	0.4	0.5	-0.9	-1
CCC(C)N(C(=O)COC(=O)c1ccc(=O)n(Cc2ccccc2)n1)C1CCS(=O)(=O)C1 (stereo unspecified)	1	2	1.1	0.3	-1.0	-2	-1.4	-0.7	-0.3	-1.0	3
CC(NC(=O)c1ccccc1F)C12CC3CC(CC(C3)C1)C2 (stereo unspecified)	1	-4	-0.6	1.5	-1.5	0	1.2	-0.6	0.1	-1.0	2
O=C(CSc1nc2scc(-c3ccccc3)c2c(=O)[nH]1)NC1CCCCC1	-5	-4	-2.2	/	/	-2	-1.1	0.0	-0.3	-0.8	-1
CCOc1ccc(S(=O)(=O)NCC2CCCO2)cc1NC(=O)c1ccccc1F (stereo unspecified)	0	-11	-2.7	-0.5	-1.0	0	-1.6	0.3	0.7	-0.9	0
O=C(N/N=C/c1ccc(O)cc1O)C(=O)N/N=C/c1ccc(O)cc1O	-3	0	-1.2	0.5	1.4	-2	-1.7	-0.2	-2.1	-0.4	-33
CC(C)OC(=O)c1ccc(N2CCN(c3ccccc3F)CC2)nc1	-8	-4	-1.4	-0.6	0.1	-3	-1.5	-0.1	0.5	-1.3	12
O=C(c1cccc(Cl)c1)C1CCCN(C(=O)c2ccc3c(c2)OCO3)C1 (stereo unspecified)	0	1	-1.8	0.8	0.4	-1	-1.9	-0.3	0.2	-1.2	-8
CC(C)Oc1cccc(C(=O)N/N=C/c2coc3ccccc3c2=O)c1	0	9	3.3	0.9	0.6	6	1.3	0.1	2.5	-1.0	-8
Nc1nonc1C(=O)NCCNCc1ccccc1	-6	2	-1.1	1.2	2.5	0	-1.2	0.1	-0.6	-1.0	2
COc1ccc(CN2C[C@@H](CO)O[C@@H](n3cnc4c(NCCO)ncnc43)C2)cc1	0	4	3.2	/	2.1	0	0.4	-0.4	1.0	-1.8	-5
COC(=O)[C@]12CCCCC=C1N(Cc1ccc3c(c1)OCO3)C(=O)[C@H](CC(=O)NCC1CCCCC1)C2	-1	10	3.1	/	/	0	-0.1	4.1*	0.4	-1.3	-2
O=C(/C=C/c1cccc([N+](=O)[O-])c1)N1CCOCC1	-1	3	-0.6	0.0	1.1	-4	1.1	0.8	-0.4	-1.0	7
O=c1[nH]c2cc(Br)cnc2nc1/C=C(\O)c1ccc(F)cc1	11	-4	-2.1	-1.2	1.4	-2	-3.2	0.4	8.3	-1.0	-16
COc1cccc(CNc2nc3cc(-c4cnn(Cc5ccccc5)c4)sc3c(=O)n2C)c1	-7	-3	-13	/	-3.7	-6	-4.5	-5.3	-2.5	-2.3	-34
COc1ccccc1C(=O)Oc1ccccc1C(=O)Nc1ccccc1	-1	-4	6.9	1.8	2.7	6	2.1	-0.4	0.4	-0.9	4
CCNCC(O)COCC(O)CNCC (stereo unspecified)	-1	7	-1.1	0.3	-0.4	-2	0.8	0.6	0.0	0.2	3
O=C(CC1C(=O)NCCN1Cc1cccc(C(F)(F)F)c1)NCCCOc1cccnc1 (stereo unspecified)	0	3	-1.2	1.1	0.6	0	0.2	0.4	-0.6	-1.6	5
COc1ccc(NC(=O)N(CCN2CCCC2)Cc2cc3cc(OC)c(OC)cc3[nH]c2=O)cc1	1	3	0.1	0.0	2.1	-2	-1.8	0.3	0.1	-0.3	2
COc1ccc(/C(C)=N/NC(=O)Cn2nc([N+](=O)[O-])cc2C)cc1	-2	1	5.0	4.5*	0.1	-2	-0.1	0.0	-0.5	-1.6	-2
Cc1ccc(N2C(=O)c3n[nH]c(C)c3C2c2ccco2)cc1 (stereo unspecified)	-6	-8	3.0	0.4	1.0	5	-0.9	0.9	0.6	-1.8	-4
Cc1c(CCO)c(=O)n(C)n1C(=O)c1ccc(Cl)cc1	-1	0	1.1	0.1	-2.4	-2	-0.7	0.8	-0.9	-1.9	4
O=S(=O)(CCN1CCN(C(c2ccccc2)c2ccccc2)CC1)C(F)(F)F	-11	-10	1.3	0.8	7.8*	-2	-0.8	-0.7	-0.4	-0.8	3
Cc1ccc(S(=O)(=O)N2CCN(C)CC2)c2nsnc12	0	-2	0.1	1.2	0.7	-2	-0.5	0.1	-0.8	-0.8	-1
CSc1nc(-c2ccccc2F)c(C#N)c(=O)n1C	2	1	-1.2	-0.9	-0.1	6	0.9	-1.0	-0.2	-1.9	3
c1cc(-n2cnnn2)ccc1NC1=NCCC1	0	5	0.7	6.0*	0.4	-5	-1.3	-0.5	-0.4	-1.1	-1
